# HIF-2a inh: HIF-2a inhibition | 786-0 RCC cells HIF-2a reporter, luciferase luminescence, overnight | AID 624352 | inhibition, % at 18.8 µM | 360,000 tested, 0.72% active;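 active = inhibition of the luminescence signal of 40% or more relative to plate controls, in a single-dose primary screen at 18.75 µM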
# NR2E3 ag-1: human photoreceptor-specific nuclear receptor agonism; CHO-S Gal4-NCOR/VP16-NR2E3 two-hybrid, luciferase; Q9Y5X4; AID 602229; 360,000 tested, 0.35% active; inhibition of corepressor binding, % at 3.98 µM;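 active = inhibition above the mean of all tested compounds plus 3 SD, cut at about 70% in these data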;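 also: 0% = DMSO with NR2E3 transfected cells and 100% = cells lacking NR2E3 construct; higher means lower luciferase signal from less NR2E3 corepressor binding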
# Peg3 prom inh: reduces Peg3 promoter-driven luciferase expression in HeLa; HeLa PEG-Prom luciferase reporter, luminescence, overnight; inhibition, % at 20 µM; 360,000 tested, 1.7% active;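 active = inhibition of at least 50% at 20 µM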
# H9c2 protect: myocardial damage modulation in H9c2 cells; H9c2 cardiomyocytes, H2O2 injury protection, ATPLite, 2 h; protection from H2O2 cell death, % at 20 µM; 360,000 tested, 0.63% active; AID 588492;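 active = compounds giving at least 50% protection of heart cells from peroxide-induced death in the single-dose screen, raw or plate-pattern-corrected value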;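 also: 0% = DMSO wells with peroxide and 100% = DMSO wells without peroxide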
# CaV13 ICDI inh: Primary screen for inhibitors of IQ motif and Ca2+-dependent inactivation inhibitor domain binding in CACNA1D, Förster resonance energy transfer in living cells, …. HEK cells, CFP/YFP FRET ICDI-IQ, plate reader, 10 min; percent FRET-ratio fall versus neutral wells. inhibition, % at 12.3 µM. 340,000 tested, 0.098% active;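 active = mean replicate inhibition of at least 30% and at least 1% of replicates passing that level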;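 also: 0% = median of the neutral control wells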
# NR2E3 ag-2: NR2E3 (human) agonism; Q9Y5X4; GST-NR2E3/biotin-RetCOR TR-FRET, 1536-well; inhibition of corepressor binding, % at 4.78 µM; 320,000 tested, 0.12% active; AID 2300;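 active = percent inhibition above the cutoff of mean plus 3 SD of all tested compounds, set per screening campaign, cut at about 20% in these data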;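 also: 0% = DMSO wells and 100% = biotin wells as full block of FRET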
#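 Material – GST-tagged NR2E3 plus biotinylated RetCOR corepressor · Quantity – NR2E3 fusion 1.35 nM · Times – 5 h incubation at 4 °C · Medium – pH 7.5 Tris-based buffer · Technique – TR-FRET, Eu(K)-anti-GST donor, streptavidin-D2 acceptor, ex 340, em 617/671 nm · Benchmarks – high control biotin, low control 0.6% DMSO · Format – 1536-well plates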
# PDI inh: blocks human protein disulfide isomerase activity. PDI insulin aggregation turbidity, A650, 90 min. P07237. AID 588391. inhibition, % at 10 µM. 350,000 tested, 0.052% active;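 active = mean inhibition across replicates of 30% or more, whatever share of single replicates reach that level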;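 also: absorbance from insulin aggregation driven by PDI reduction with DTT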
# Target sequence (P07237 whole entry, looked up): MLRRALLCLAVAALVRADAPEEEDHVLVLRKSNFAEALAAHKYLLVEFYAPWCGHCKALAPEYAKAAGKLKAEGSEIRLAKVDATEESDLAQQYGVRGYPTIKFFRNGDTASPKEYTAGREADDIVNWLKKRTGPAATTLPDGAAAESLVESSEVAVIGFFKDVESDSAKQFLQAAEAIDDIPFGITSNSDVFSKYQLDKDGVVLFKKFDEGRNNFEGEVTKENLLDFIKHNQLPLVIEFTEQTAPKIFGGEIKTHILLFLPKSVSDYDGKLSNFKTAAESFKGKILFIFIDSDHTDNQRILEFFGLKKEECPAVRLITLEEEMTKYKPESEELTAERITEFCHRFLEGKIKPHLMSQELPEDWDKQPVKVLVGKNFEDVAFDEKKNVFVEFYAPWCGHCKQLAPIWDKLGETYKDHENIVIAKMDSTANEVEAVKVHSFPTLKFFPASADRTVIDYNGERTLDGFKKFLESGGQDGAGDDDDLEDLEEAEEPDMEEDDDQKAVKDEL
# hiPSC survival: enhancers of human iPSC single-cell survival; AID 602274; survival enhancement, % at 20 µM; hiPSC single-cell survival, ATPlite luminescence; 100% = ROCK inhibitor wells, 0% = DMSO; 360,000 tested, 0.044% active; in the data active = survival enhancement above about 18%;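 also: cells exposed to compounds for 16 hours before the ATP read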
# m5-HT2A agonist: agonists of mouse serotonin 5-HT2A receptor (HTR2A) | P35363 | CHO-K1 mHTR2A beta-arrestin complementation, luminescence; percent of 30 µM serotonin response | activation, % at 7.6 µM | 360,000 tested, 0.66% active | AID 624169;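 active = activation above a run cutoff, the mean activation of all tested compounds plus 3 SD, cut at about 14% in these data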;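 also: 0% = plate median of compound wells and 100% = 30 µM serotonin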
# Target sequence (P35363 whole entry, looked up): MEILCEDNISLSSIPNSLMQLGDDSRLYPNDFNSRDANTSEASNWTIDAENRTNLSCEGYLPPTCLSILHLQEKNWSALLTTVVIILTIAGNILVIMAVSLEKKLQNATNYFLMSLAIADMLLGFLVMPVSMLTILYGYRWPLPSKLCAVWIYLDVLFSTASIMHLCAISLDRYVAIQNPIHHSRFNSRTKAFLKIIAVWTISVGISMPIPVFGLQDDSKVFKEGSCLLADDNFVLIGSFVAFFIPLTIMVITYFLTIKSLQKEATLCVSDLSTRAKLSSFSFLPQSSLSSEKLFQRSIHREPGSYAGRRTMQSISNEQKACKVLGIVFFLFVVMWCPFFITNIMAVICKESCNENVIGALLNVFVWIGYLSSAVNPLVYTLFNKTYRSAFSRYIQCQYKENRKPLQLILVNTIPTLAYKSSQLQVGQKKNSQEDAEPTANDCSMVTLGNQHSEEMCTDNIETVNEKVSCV
# Shn3 3UTR inh: inhibitors of Schnurri-3 3'UTR reporter in osteoblasts | Clone20 osteoblast Shn3 3'UTR firefly luciferase, 24 h | inhibition, % at 12.5 µM | 360,000 tested, 0.52% active | AID 588674;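 active = mean inhibition of at least 75% with every replicate also reaching 75%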;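 also: 0% = median of neutral control wells and 100% = pilot-screen positive control compound; some compounds past the cut are filed as inactive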
# MITF TRPM1 inh: MITF TRPM1 promoter inhibition in SK-MEL-5 cells; SK-MEL-5 TRPM1 promoter luciferase, 24 h; inhibition, % at 12.5 µM; 330,000 tested, 0.83% active; AID 488899;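 active = mean inhibition across replicates of 60% or more, whatever share of single replicates reaches that level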; also: values of inactives mirror those of a sister screen read the other way
# * marks the source's active call; other numbers are inactive results; nt = not tested or not shown. Not a hit list; any-hit rate near 3.9%.
SMILES,HIF-2a inh,NR2E3 ag-1,Peg3 prom inh,H9c2 protect,CaV13 ICDI inh,NR2E3 ag-2,PDI inh,hiPSC survival,m5-HT2A agonist,Shn3 3UTR inh,MITF TRPM1 inh
O=C1NC(Cc2ccccc2)c2nc3cc(F)c(F)cc3c(=O)n2-c2cc3ccccc3cc21 (stereo unspecified),9,1,25,-5,-7,nt,4,5.7,2,-40,nt
CCOC(=O)Cc1csc(NC(=O)CN2CCN(CC)CC2)n1,4,23,5,4,-5,nt,-17,0.0,1,-4,8
COc1cccc2[nH]c(C(=O)NCc3ccccc3)cc12,-61,-4,-9,-3,-2,3,-3,-0.4,-12,4,0
CCN(CC)c1nc2ccccc2c(N)c1-c1ccccc1,21,-51,8,-20,nt,4,-3,0.1,-10,48,5
OCC1(CO)CC2(C1)CC(CO)(CO)C2,11,-39,-12,-4,-6,nt,9,-0.8,1,1,-4
CC(=O)N1CCN(S(=O)(=O)c2cccc(C(=O)NC3CCCC(C)C3C)c2)CC1 (stereo unspecified),18,3,11,-6,-5,nt,0,-0.3,0,4,nt
COc1ccc(CC2(CO)CCN(Cc3cnn(C)c3)CC2)cc1,16,18,-3,0,4,nt,-32,-1.0,-2,-2,6
Cc1cccc(C)c1Nc1ncnc(N)c1[N+](=O)[O-],6,5,0,4,-18,0,-7,1.1,2,4,5
Cc1ccc(C(=O)Nc2ccc(N3CCOCC3)cc2)cc1S(=O)(=O)N1CCCCC1,-33,-2,-16,-8,-19,-3,12,0.7,2,48,3
CCC(Cc1ccccc1)NS(=O)(=O)c1ccc2c(c1)NC(=O)CO2 (stereo unspecified),22,-2,16,0,-2,2,0,-0.5,3,5,9
COc1ccc(C(=O)Nc2nnc(SCC(=O)NC3CC3)s2)cc1,-36,-17,-42,-17,-3,7,-4,-0.7,1,-2,-5
CCc1cccc2c(C(=O)COC(=O)c3ccccc3)c[nH]c12,-99,-76,-317,-6,-3,5,-18,2.9,-3,-74,-73
O=C(O)CC1(CC(=O)Nc2cccc(C(F)(F)F)c2)CCCC1,15,4,5,-2,-4,1,3,-0.5,1,-13,17
COc1ccccc1C(=O)N/N=C(\C)CC(=O)Nc1ccc(Cl)cn1,8,-65,13,2,-3,-2,-1,-0.3,4,7,21
Cc1cc(C)cc(Nc2ncc3c(n2)CCCC3=O)c1,-43,-159,-49,0,nt,3,-3,-0.9,2,-11,-4
CSc1nsc(SCC(=O)Nc2nc3ccccc3s2)n1,-146,-24,-121,-9,-2,5,-1,-1.5,2,1,-2
CC(=Nc1cccc(O)c1)c1sc2ccccc2c1O,-396,-91,-314,-4,-9,-2,-11,-0.1,-1,-69,-53
O=C1OCc2ccc(NS(=O)(=O)c3ccc(C(F)(F)F)cc3)cc21,23,-12,19,0,-21,-2,17,-0.1,1,5,2
CN(C)CCCN(C(=O)CCS(=O)(=O)c1ccccc1)c1nc2cc3c(cc2s1)OCO3,62*,-10,107*,-16,nt,0,-1,-0.5,-4,7,58
CC(=O)c1cccc(N2C(=O)CC(N3CCN(S(=O)(=O)c4ccc(Cl)cc4)CC3)C2=O)c1 (stereo unspecified),8,9,5,-1,-5,11,-5,3.4,-1,-12,-3
COc1ccc(C(=O)NC2=C(C#N)CCC2)cc1OC,-5,-9,-7,6,-10,4,4,-2.6,3,-2,3
O=C(c1ccco1)N(CC1CCCO1)c1nc(-c2ccccc2)cs1 (stereo unspecified),-145,-96,-17,5,-5,-2,7,-0.8,3,-18,2
CN(Cc1ccco1)C(=O)c1cc2c(s1)-c1ccc(Cl)cc1S(=O)(=O)C2,-12,-11,-7,-2,-7,-5,4,0.2,4,-13,0
Cc1cc(Cl)ccc1NC(=O)c1ccc2c(c1)CCN2S(C)(=O)=O,-79,-45,-41,3,-13,nt,-4,-0.4,-2,-10,-7
COc1cc(/C=C/C(=O)N2CCCC2)cc(OC)c1OC,12,-3,-3,4,-5,-1,0,2.0,2,2,-5
Cn1cnc(S(=O)(=O)N2CCc3ccccc32)c1,4,-10,4,6,-1,1,-5,-2.3,5,-7,6
CCOC(=O)CSc1ccc2ccccc2n1,-57,-7,-46,-7,-7,-3,4,-1.2,4,-6,-9
CCOC(=O)c1ccc(-c2cccc(C(F)(F)F)c2)nc1C,-40,-1,-57,-12,-6,3,-6,-0.9,-1,-29,-47
NS(=O)(=O)c1cc(C(=O)O)cc(N2CCCC2)c1Oc1ccccc1,2,2,8,-1,-5,3,-3,-1.8,2,-20,20
O=C(NCc1ccc(F)cc1)c1ccc(CS(=O)Cc2ccccc2Cl)o1 (stereo unspecified),4,-14,7,1,-4,2,-3,-0.6,0,0,3
Cc1ccc(SCCNS(C)(=O)=O)cc1,2,6,-11,-2,-5,0,2,0.4,1,4,2
Cc1ccc(S(=O)(=O)CCC(=O)OCC(=O)NCC(=O)Nc2cccc(C)c2C)cc1,11,10,17,-4,-6,2,6,-0.3,10,0,8
CC(C)C[C@H]1CNC(=O)C(=O)N1CC1CCN(CC2CCC(C)CC2)CC1 (stereo partly specified),4,15,-8,3,-3,nt,nt,0.4,-1,-15,nt
CN1CCCN(C(=O)c2ccccc2Cl)CC1,20,11,16,2,-6,8,9,-0.4,2,0,0
Cc1cccc(NC(=O)CNC(=O)COc2cccnc2[N+](=O)[O-])c1C,4,-9,10,4,-6,2,4,-0.1,-6,2,-6
O=C1C2CCCN2C(c2cccc(F)c2)N1c1cccc(Cl)c1 (stereo unspecified),5,-10,12,12,-3,-2,nt,1.5,7,0,-2
O=C(CSc1nc(O)c(Cc2ccccc2)c(=O)[nH]1)N1CCOCC1,13,13,5,2,-4,0,0,-0.5,-1,7,-9
COCCN(CC(=O)Nc1cccc(C)c1C)C(=O)c1ccc(-n2cccn2)cc1,0,-1,2,-3,-2,1,-4,2.9,-2,-11,12
COc1cc(NS(=O)(=O)c2ccc(N)cc2)nc(OC)n1,10,-19,4,14,-5,0,3,2.2,1,-20,-11
NS(=O)(=O)c1ccc(CNC(=O)c2cc(-c3cccnc3)nc3ccc(Cl)cc23)cc1,-6,-11,15,-1,nt,1,7,0.7,0,-11,-1
CCOC(=O)c1c(C)c(-c2ccccc2)n(CC(=O)NCCCN(CC)CC)c1C,11,5,-5,0,4,1,-6,-1.1,-3,12,4
Cc1nc2sc3c(c2c(=O)o1)CCCC3,-1,-23,6,1,-7,1,-4,0.1,-1,-15,17
O=C(COC(=O)c1ccc2c(=O)n3c(nc2c1)CCC3)Nc1ccccc1F,9,-14,6,-2,12,3,8,-0.7,-1,13,-4
COC(=O)c1ccc2nc(NC(=O)C(C)(C)C)sc2c1,39,-17,8,-15,-4,2,7,-2.5,1,34,-1
COc1ccc2[nH]c(C(=O)Nc3cccc(C)n3)cc2c1,-278,-118,-226,-11,-12,4,-8,-0.5,5,-17,nt
O=C(NNC(=O)c1cc2cc(OC(F)(F)F)ccc2[nH]1)c1cccc(C(F)(F)F)c1,8,-36,11,-4,-4,-2,-1,-0.4,1,22,-14
O=C(CSc1ncnc2ccccc12)NC1CCS(=O)(=O)C1 (stereo unspecified),11,-10,3,5,-15,nt,2,-0.2,7,3,nt
O=C(Cn1nc(C(F)F)cc1C1CC1)N1CCCC1,16,-28,-11,4,-4,5,-9,-0.8,2,-12,8

# HIF-2a inh: what is marked active above
SMILES	HIF-2a inh	NR2E3 ag-1	Peg3 prom inh	CaV13 ICDI inh	NR2E3 ag-2	PDI inh	m5-HT2A agonist	Shn3 3UTR inh	MITF TRPM1 inh
CN(C)CCCN(C(=O)CCS(=O)(=O)c1ccccc1)c1nc2cc3c(cc2s1)OCO3	62*	-10	107*	nt	0	-1	-4	7	58

# Next section:
SMILES,HIF-2a inh,NR2E3 ag-1,Peg3 prom inh,H9c2 protect,CaV13 ICDI inh,NR2E3 ag-2,PDI inh,hiPSC survival,m5-HT2A agonist,Shn3 3UTR inh,MITF TRPM1 inh
COc1ccc(NC(=O)c2cc(S(=O)(=O)N3CCS(=O)(=O)CC3)ccc2Cl)cc1,5,4,5,-6,nt,3,-8,-0.2,-1,1,0
COc1cc(C)ccc1OCC(=O)NCC1CCCO1 (stereo unspecified),-41,-28,-7,7,-5,nt,-5,-2.2,-1,47,-7
COC(=O)CN(c1nc(C)c(Br)c(OC)n1)S(=O)(=O)c1ccc(C)cc1,-2,-35,19,-3,-5,-2,8,-1.4,-7,9,11
OC1CCCN(CC(O)COC(c2ccccc2)c2ccccc2)C1 (stereo unspecified),7,9,15,3,-3,4,-3,-0.6,0,14,-2
CN(C(=O)c1cccc(COc2ccc(Cl)cc2Cl)c1)c1ccccc1,-150,-234,-195,-13,-5,0,-10,0.7,-2,-56,-35
CCOC(=O)N1CCN(C(=O)c2oc3ccc(S(=O)(=O)N(CC)CC)cc3c2C)CC1,19,11,22,-3,-4,1,3,1.2,1,5,-6
CCC(=O)c1ccc(/C=C/c2nc3ccccc3n2C)o1,-176,-138,-149,-17,-22,7,-1,-4.3,-1,-5,-17
Cn1c(=O)c2c(nc(CN3CCN(C(=O)c4ccco4)CC3)n2CCc2ccccc2)n(C)c1=O,21,-20,11,3,-4,-2,13,18,-1,59,-11
N#Cc1cccnc1N1CCC(C(N)=O)CC1,14,-23,6,6,-2,-2,2,-0.3,3,-13,2
O=C(O)c1cc(-c2ccccc2)n(-c2ccc(Cl)cc2)n1,9,0,12,8,7,1,1,-0.6,4,-17,-2
Cc1ccc(C(=O)OCc2nc(N)nc(Nc3ccccc3C)n2)cc1,3,-9,-10,-3,-17,3,4,-0.7,-3,0,0
COC(=O)c1ccccc1NC(=O)c1sc(=S)n(C)c1N,-6,-16,3,1,-5,-3,-8,6.5,-2,-10,0
CN(C)CCN1CCN(C2CN(CCc3ccccc3)S(=O)(=O)C2)CC1 (stereo unspecified),6,-2,2,0,nt,nt,nt,-1.3,0,11,nt
CCc1cccc(CC)c1NC(=O)COC(=O)c1cccc(S(=O)(=O)N2CCc3ccccc3C2)c1,7,1,-2,6,-3,-3,-2,-0.6,1,3,-7
COc1ccc(-c2nc(SC(C)C(=O)NC3CC3)n[nH]2)cc1 (stereo unspecified),-24,-10,-51,0,-6,nt,0,0.1,8,4,-17
COc1ccc(/C=N/NC(=O)Cn2cnc3ccccc3c2=O)cc1,18,-39,-13,4,-5,-1,1,-1.0,-1,3,2
CN(C)CCCNc1ccc(-c2n[nH]c(=O)c3ccccc23)cc1[N+](=O)[O-],15,-10,-7,55*,-22,2,2,-0.8,-6,18,-1
CC(=O)Nc1ccc2c(c1)c1ccccc1n2C(C)=O,-2,-21,-8,12,-3,2,-10,3.9,3,0,23
O=C(NCc1ccccn1)Nc1ccc2c(c1)OCO2,-187,-54,-144,-4,nt,-2,-5,-0.5,0,-82,-14

# From PubChem BioAssay
